ELG1 DNA repair: qHTS screen for small molecules that inhibit ELG1-dependent DNA repair in human embryonic kidney (HEK293T) cells expressing luciferase-tagged ELG1; Potency, µM (titrated, usually from 46.1 µM), for the others: top-dose activity change, negative = inhibition, most hits filed as inhibitors; 330,000 tested, 2.3% active; HEK293T ELG1-luciferase reporter, luminescence, 16 h; DNA damage induced by 5-fluorouridine; AID 504467, 2011; further: potency means the concentration at half of the fitted maximal effect; on the % scale 0 is the no-effect control and ±100 the full control effect; nearly all actives have a fitted effect of over 55% in size
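DMSO vehicle served as the neutral condition. Each well held 2,000 cells given 5-fluorouridine plus compound; after 16 hr at 37 °C/5% CO2, ONE-Glo was added and luciferase measured 30 min later.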
Rab9 promoter act: qHTS Assay for Rab9 Promoter Activators; Huh7 Rab9 promoter-luciferase reporter, luminescence, 24 h; Potency, µM (highest dose often 9.22 µM), without a hit: at the top dose activation, negative = inhibition, actives largely listed as activators; 320,000 tested, 2.8% active; further: potency means the concentration at half of the fitted maximal effect; % of control where 0% means no effect; nearly all actives have a fitted effect of over 60% in size
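Luciferase signal after 10 min detection reagent at ambient indicates Rab9 promoter upregulation; stably transfected Huh7 cells were treated 24 h with compound in DMSO at 37 °C, 5% CO2.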
NPC1 prom act: qHTS Assay for NPC1 Promoter Activators. 320,000 tested, 2.4% active. Potency, µM (top dose mostly 9.22 µM), for inactives: at the top dose activation, most hits filed as activators. Huh7 NPC1 promoter luciferase reporter, 24 h;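 further: potency means the concentration at half of the fitted maximal effect; % of control where 0% means no effect; nearly all actives have a fitted effect of over 60% in size; reporter is driven by a mutant NPC1 promoter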
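Stable NPC1-promoter luciferase Huh7 line; cpd (DMSO) 24 h, 37 °C, 5% CO2; Amplite luciferase reagent 10 min RT; luminescence readout. qHTS format.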
MBNL1-CUG inh: qHTS Assay for Inhibitors of MBNL1-poly(CUG) RNA binding; 280,000 tested, 0.036% active; Potency, µM (highest dose often 57.5 µM), inactives show at the highest dose activity change, negative = inhibition, usual class: inhibitors; Muscleblind-like protein 1 (Homo sapiens), Q9NR56; TR-FRET MBNL1-His/biotin-(CUG)12 binding, 665/545 ratio; active means well fitted inhibition curve with a large enough effect in the signal ratio, with a control signal flat, not every such curve was filed as active; inconclusive means small, poorly fitted or top-dose-only effect, or effect the other way, or a change in a side signal; inactive means no such curve, though single readings can be large or run the other way; the % refers to the signal ratio; further: potency means the concentration at half of the fitted maximal effect; on the % scale 0 is the no-effect control and ±100 the full control effect
Target sequence (Q9NR56 whole entry, looked up): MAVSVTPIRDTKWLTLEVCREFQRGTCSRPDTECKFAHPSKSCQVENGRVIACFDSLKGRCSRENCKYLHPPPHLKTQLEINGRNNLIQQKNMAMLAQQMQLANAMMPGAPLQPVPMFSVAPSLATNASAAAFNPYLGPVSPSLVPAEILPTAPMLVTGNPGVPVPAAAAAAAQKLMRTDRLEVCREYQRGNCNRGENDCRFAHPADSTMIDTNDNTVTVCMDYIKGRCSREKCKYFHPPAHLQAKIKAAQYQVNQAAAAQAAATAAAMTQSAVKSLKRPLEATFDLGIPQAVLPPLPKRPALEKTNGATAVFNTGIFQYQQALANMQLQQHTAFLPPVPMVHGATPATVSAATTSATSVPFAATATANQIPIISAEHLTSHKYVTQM
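Compound titration spanned 92 nM–58 uM against the MBNL1-His/biotin-(CUG)12 complex. After 60 min at room temperature with 5 nM streptavidin-XL665 and 0.055 ng/ul terbium anti-His, ratiometric 665/545 nm emission (Ex 340 nm) normalized to controls.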
Mito fusion yeast: qHTS Assay for Small Molecule Inhibitors of Mitochondrial Division or Activators of Mitochondrial Fusion | Potency, µM (doses to about 46.1 µM), inactives show at the highest dose growth rescue (activation), most hits filed as activators | S. cerevisiae fusion-defective mutant growth rescue, CellTiterGlo 48 h | 320,000 tested, 0.23% active;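 further: potency means the concentration at half of the fitted maximal effect; % of control where 0% means no effect; nearly all actives have a fitted effect of over 45% in size; temperature-sensitive fusion mutants such as fzo1-1 at 37 °C on non-fermentable ethanol glycerol medium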
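Yeast fusion mutant, YPEG (non-fermentable carbon), compound, 48 h at 37C non-permissive; CellTiterGlo added, 10 min RT, luminescence read. Rescued growth = division inhibition.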
KCNH2 3.1 inh: qHTS for Inhibitors of KCHN2 3.1: Mutant qHTS; AID 720553, 2013; 340,000 tested, 0.95% active; U2OS KCNH2 3.1, thallium flux FluxOr; stronger effect = lower value; Potassium voltage-gated channel subfamily H member 2, brain isoform KCNH2 3.1 (human); activity change, % (tested at about 1.8 µM);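 active means maximum activity change below -70%; inconclusive means maximum activity change from -70% to -50%; inactive means maximum activity change above -50%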;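 further: thallium influx rate constant from kinetic fluorescence after stimulation buffer; on the % scale 0 is the no-effect control and ±100 the full control effect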
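FluxOr-based Tl+ influx in U2OS cells transduced with KCNH2 3.1 virus; rate constants normalized to DMSO controls.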
VP16 counter: VP16 counterscreen qHTS for inhibitors of ROR gamma transcriptional activity; Drosophila S2 Gal4-VP16 UAS-luciferase, luminescence, 20 h; Potency, µM (titrated, usually from 53.6 µM), without a hit: at the top dose activity, negative = inhibition, hits mostly inhibitors; 310,000 tested, 3.5% active;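 further: Gal4-VP16 expression switched on by copper sulfate through the metallothionein promoter; potency means the concentration at half of the fitted maximal effect; on the % scale 0 is the no-effect control and ±100 the full control effect; nearly all actives have a fitted effect of over 50% in size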
Menin MLL FP TR: qHTS Assay for Inhibitors Targeting the Menin-MLL Interaction in MLL Related Leukemias: Competition With Texas Red Labeled MLL-derived Mutant Peptide; Menin + Texas Red MLL mutant peptide, fluorescence polarization; Potency, µM (titrated, usually from 61.6 µM), inactives show at the highest dose FP activity change, negative = inhibition, hits mostly inhibitors; 270,000 tested, 0.23% active; active means well fitted inhibition curve with a large enough effect in the polarisation, with a control signal flat, not every such curve was filed as active; inconclusive means small, poorly fitted or top-dose-only effect, or effect the other way, or a change in a side signal; inactive means no such curve, though single readings can be large or run the other way; the % refers to the polarisation; further: potency means the concentration at half of the fitted maximal effect; % of control where 0% means no effect; many of its hits are not listed in these tables
FLuc counter: qHTS profiling assay for firefly luciferase inhibitor/activator using purifed enzyme and Km concentrations of substrates (counterscreen for miR-21 project). Potency, µM (highest dose often 57.5 µM), for the others: top-dose activity change, negative = inhibition, hits mostly inhibitors. Luciferin 4-monooxygenase (Photinus pyralis), P08659. purified FLuc, Km substrates, luminescence inhibition. 360,000 tested, 6.9% active;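 further: potency means the concentration at half of the fitted maximal effect; plate controls were vehicle for no effect and reference inhibitor for full effect; nearly all actives have a fitted effect of over 55% in size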
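Purified P. pyralis luciferase, 10 nM final, with Km-level 10 uM D-luciferin and 10 uM ATP in 50 mM Tris acetate pH 7.5, 10 mM Mg acetate, 0.01% Tween-20, 0.05% BSA; 6-point qHTS titration about 60 µM downward; luminescence read.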
PKM2 act: qHTS Assay for Activators of Human Muscle isoform 2 Pyruvate Kinase | Pyruvate kinase PKM (Homo sapiens), P14618 | purified PKM2, Kinase-Glo ATP luminescence, activation; response scale: 0% is enzyme alone, no compound | Potency, µM (top dose mostly 57.5 µM), without a hit: at the top dose activation, usual class: activators | 260,000 tested, 0.34% active; further: potency means the concentration at half of the fitted maximal effect; on the % scale 0 is the no-effect control and ±100 the full control effect; nearly all actives have a fitted effect of over 55% in size
Target sequence (P14618 whole entry, looked up, canonical isoform): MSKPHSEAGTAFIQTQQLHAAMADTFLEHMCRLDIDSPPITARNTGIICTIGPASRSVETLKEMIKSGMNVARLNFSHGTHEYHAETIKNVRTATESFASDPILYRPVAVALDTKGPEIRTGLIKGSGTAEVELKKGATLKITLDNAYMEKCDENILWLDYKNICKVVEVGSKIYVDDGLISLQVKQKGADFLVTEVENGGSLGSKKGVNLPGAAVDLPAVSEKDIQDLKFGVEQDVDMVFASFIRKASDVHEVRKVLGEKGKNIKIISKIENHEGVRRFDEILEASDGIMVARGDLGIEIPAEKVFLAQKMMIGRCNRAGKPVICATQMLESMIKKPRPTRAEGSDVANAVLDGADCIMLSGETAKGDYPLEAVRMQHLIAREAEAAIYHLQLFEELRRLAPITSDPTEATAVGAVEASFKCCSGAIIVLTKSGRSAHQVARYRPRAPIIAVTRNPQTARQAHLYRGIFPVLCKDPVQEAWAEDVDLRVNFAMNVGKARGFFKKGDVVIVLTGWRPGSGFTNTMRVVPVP
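hPK-M2, >95% pure; 0.1 mM ADP / 0.5 mM PEP final; imidazole pH7.2 buffer w/ 7 mM MgCl2, 50 mM KCl; 1 h RT; Kinase-Glo lum. Intermediate enzyme activity for dual inhibitor/activator qHTS.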
RORgamma inh: qHTS for inhibitors of ROR gamma transcriptional activity; Nuclear receptor ROR-gamma (Mus musculus), P51450; Drosophila S2 Gal4-RORgamma UAS-luciferase reporter, 20 h; Potency, µM (series often up to 53.6 µM), for inactives: at the highest dose activity change, negative = inhibition, hits mostly inhibitors; 310,000 tested, 5.4% active; further: potency means the concentration at half of the fitted maximal effect; on the % scale 0 is the no-effect control and ±100 the full control effect; nearly all actives have a fitted effect of over 60% in size
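Compounds are pin-transferred onto Drosophila Schneider cells expressing a copper-inducible Gal4–ROR gamma transactivation domain fusion. After 1 hr, copper sulfate is added to 700 uM final; luciferase is read 20 hr later.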
* = called active by the depositor; ? = inconclusive; / = not tested or not shown; & = joins results of further samples; [ ] = remark or other dose. Unless noted, the call rests on the fitted dose curve; in most records, active means well fitted curve in the direction sought with a large enough effect; inconclusive means small, poorly fitted or top-dose-only effect, or another doubt; inactive means no such curve, though single readings can be large; an effect the other way counts as inactive or inconclusive. Some of the compounds tested. The share of hits here may be higher or lower than overall.

SMILES	ELG1 DNA repair	Rab9 promoter act	NPC1 prom act	MBNL1-CUG inh	Mito fusion yeast	KCNH2 3.1 inh	VP16 counter	Menin MLL FP TR	FLuc counter	PKM2 act	RORgamma inh
O=C(CSc1nnnn1-c1ccccc1)CSc1nnnn1-c1ccccc1	?	-2%	1%	-10%	28%	-9	-4%	?	-2%	8%	-7%
Cc1ccc(C(=O)N/C(=C/c2cn(-c3ccccc3)nc2-c2ccccc2)C(=O)O)cc1	16%	0%	-8%	?	4%	1	4%	10%	?	0%	5%
Cc1c(CN2CCC(CO)(CCOc3ccccc3)CC2)[nH]c2ccc(Cl)cc12	?	-7%	-1%	-1%	-23%	-49	?	2%	-5%	25%	11µM*
CCN(CC)c1nc(C(N)=O)cc(-c2ccccc2)n1	?	-4%	-2%	5%	-5%	-3	-28%	22%	1%	-7%	5%
Cc1ccc(CNC(=O)C2CCC(=O)N(CCc3ccccn3)C2)s1 (centres undefined)	-2%	5%	-4%	-1%	-3%	-16	-1%	/	-2%	-6%	-20%
Cc1ccc(OCCC(=O)N(CC(=O)Nc2ccccc2C(F)(F)F)Cc2ccco2)cc1	?	-2%	-4%	/	14%	-15	/	/	-1%	/	/
COC(=O)c1ccccc1S(=O)(=O)NNC(=O)c1ccccc1-n1cccc1	29%	11%	3%	?	6%	1	-1%	-5%	-4%	0%	-29%
CCOc1ccc(/C(O)=C2/C(=O)C(=O)N(CCN(CC)CC)C2c2ccco2)cc1 (centres undefined)	29%	27%	0%	8%	-7%	-9	?	2%	?	-2%	27%
Cc1ccc(S(=O)(=O)N(C(=O)c2ccncc2)c2ccc(OC(=O)c3ccncc3)cc2)cc1	-12%	-1%	-2%	-5%	7%	-11	16%	-1%	0%	5%	14%
CC(=O)c1ccc(NC(=O)c2ccc(CNc3c(N4CCOCC4)c(=O)c3=O)cc2)cc1	2%	1%	-2%	1%	-5%	-2	7%	/	12µM*	-2%	-7%
COC(=O)c1cc(S(=O)(=O)N(Cc2ccccc2)C(C)(C)C)c[nH]1	-25%	-8%	-24%	-9%	-5%	4	0%	21%	7%	-3%[0.46 µM]	24%
CCN(CC)CCC(=O)N1c2ccccc2CCc2ccc(NC(=O)OC(C)C)cc21	25%	1%	1%	-2%	-1%	-12	-4%	8%	?	-4%	?
CCCCN1C(=O)C(O)(CC(=O)c2ccccc2OC)c2ccccc21 (centres undefined)	0%	-1%	-1%	6%	-1%	-13	-1%	-16%	-8%	0%	2%
CS(=O)(=O)N1CCN=C1SCc1ccc(Br)cc1	1%	-9%	10%	-3%	2%	-1	1%	/	2%	/	28%
O=C(CCn1c(=S)oc2ccccc21)Nc1cccc(F)c1	-15%	-5%	-1%	-7%	3%	13	-27%	?	0%	2%	0%
CCCNS(=O)(=O)c1ccc(OCC(=O)Nc2ccc3c(c2)OCCO3)c(C)c1	-15%	-2%	3%	/	7%	4	/	/	-9%	/	/
Cn1cccc1C(=O)NC(=O)COC(=O)CC12CC3CC(CC(C3)C1)C2	0%	-4%	1%	-5%	0%	-21	-5%	-17%	17µM*	-1%	2%
O=C1N=c2ccccc2=C1c1sc(=O)[nH]c1O	19%	1%	-1%	?	4%	-2	-21%	/	-12%	-47%	22%
COc1ccccc1CN=C1Nc2ccccc2CS1	?	?	?	?	-12%	2	?	6%	24µM*	-16%	?
Cc1ccc(C(=O)N2C(CC(=O)Nc3ccc(Cl)cc3)C(=O)NC3CCCCC32)cc1 (centres undefined)	-11%	-11%	-15%	8%	-7%	14	-8%	3%	5%	-9%	-16%
COc1cccc(CC(=O)Nn2c(C)nc3ccccc3c2=O)c1	?	0%	-5%	4%	1%	-17	0%	-1%	4%	-1%	-38%
C/C(CC(=O)Nc1cc(C)ccn1)=N\NC(=O)c1cccc(C)c1	?	-6%	6%	-2%	24%	-6	-29%	-4%	-17%	1%	11µM*
COc1ccc(S(=O)(=O)N2CCOCC2)cc1NC(=O)CSc1n[nH]c(C(C)C)n1	4%	0%	1%	-1%	4%	-5	8%	2%	-6%	-1%	-19%
O=C(CSc1cn(CCNC(=O)c2cccs2)c2ccccc12)NCc1ccccc1	?	0%	-1%	-16%	6%	-11	-2%	9%	-14%	-21%	26%
CCOC(=O)C(=Cc1ccc(-c2ccsc2C(=O)OC)o1)C(=O)OCC	?	3%	-3%	1%	-2%	5	2%	6%	19µM*	3%	39%
Continued.
SMILES	ELG1 DNA repair	Rab9 promoter act	NPC1 prom act	MBNL1-CUG inh	Mito fusion yeast	KCNH2 3.1 inh	VP16 counter	Menin MLL FP TR	FLuc counter	PKM2 act	RORgamma inh
CC(C)OC(=O)c1cc(=O)[nH]c2ccccc12	5%	-2%	-1%	12%	2%	8	5%	-9%	1%	-5%	5%
CC(=O)N1CCN(C(=O)COC(=O)CNC(=O)c2ccc(C)cc2)CC1	?	2%	-2%	/	0%	18	/	/	-5%	/	/
Cc1ccc(NC(=O)CS(=O)c2ccccc2N)c(C)c1 (centres undefined)	?	5%	-3%	-1%	-4%	23	16%	/	?	/	7%
O=C(Nc1ccc(NC(=O)c2ccco2)c(Cl)c1)c1cccc([N+](=O)[O-])c1	29%	3%	-2%	2%	2%	-3	-2%	?	1%	-3%	-38%
CCCn1c(N/N=C\C=C\c2ccccc2)nc2c1c(=O)[nH]c(=O)n2C	?	11%	-5%	2%	2%	-7	-21%	-16%	-17%	-5%	31%
CCCCC1=C([O-])C2N=CC=CC2=[N+](c2ccccn2)C1=O (centres undefined)	5%	-2%	-5%	16%	1%	7	-5%	-12%	5%	3%	17%
CCn1c(=O)c2sccc2n(Cc2cccc(C)c2)c1=O	3%	-4%	3%	7%	-1%	-3	30%	-3%	7%	10%	-30%
COC(=O)CCCC1=CC2=C(c3ccccc3)C(=O)C(C)(OC(=O)C3CCCC3)C(=O)C2=CN1C1CCCCC1 (centres undefined)	1%	-6%	-2%	?	1%	-3	-11%	-19%[11.7 µM]	-3%	-7%[11.5 µM]	?
Cc1onc(-c2ccccc2Cl)c1C(=O)Nc1cccnc1	1%	-4%	-4%	-6%	2%	-1	-23%	-6%	6%	-1%	?
Cc1ccc(NC(=O)N2CCC(C(=O)NCCC3=CCCCC3)CC2)cc1	14%	-1%	0%	-6%	4%	-7	-15%	7%	-1%	-4%	5%
O=C(COC(=O)c1ccc(O)cc1O)Nc1ccc(Cl)cn1	7%	17%	-5%	1%	-10%	22	-10%	/	6%	-9%	-2%
COc1cccc(-c2nc(N3CCN(Cc4ccccc4)CC3)c3ccccc3n2)c1O	?	-1%&-5%	-4%&4%	11%&-13%	-5%&4%	-2	4%&7%	6%	2%&-13%	-16%&2%	-17%&8%
CCCOc1ccc(NC(=O)CC2C(=O)N(CC)C(=S)N2Cc2cccs2)cc1 (centres undefined)	-8%	4%	-2%	3%	9%	-25	5%	?	0%	24%	?
C=CCNC(=O)/C(=C/c1cn(-c2ccccc2)nc1-c1cccc([N+](=O)[O-])c1)NC(=O)c1ccccc1	?	1%	-2%	0%	-3%	-39	-3%	-23%	1%	0%	?
O=C(CCl)Nc1cc(S(=O)(=O)N2CCCCCC2)ccc1Cl	?	-3%	-7%	/	18%	6	?	-2%	3%	2%	-12%[10 µM]
O=C(c1ccco1)N1CCN(S(=O)(=O)c2ccccc2[N+](=O)[O-])CC1	-13%	-12%	-5%	9%	0%	10	-22%	13%	1%	16%	27%
CCOC(=O)C1=C(COC(=O)c2ccc(C)s2)NC(=O)NC1C (centres undefined)	12%	2%	-3%	/	4%	-14	/	/	-2%	/	/

Compound activity as filed in PubChem.
